From PubChem
CXXC DNA block = MLL CXXC-DNA interaction inhibition. Q03164. MLL-CXXC / FITC-HOXA9 DNA fluorescence polarization. Potency, µM (series often up to 115 µM), for the others: top-dose activity change, negative = inhibition, hits mostly inhibitors. 0.037% of 290,000 active; active = well fitted inhibition curve with a large enough effect in the polarisation, with a control signal flat, not every such curve was filed as active; inconclusive = small, poorly fitted or top-dose-only effect, or effect the other way, or a change in a side signal; inactive = no such curve, though single readings can be large or run the other way; the % refers to the polarisation; note: potency is the fitted concentration of half-maximal effect
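Steps: dispense CXXC domain solution (7 uM) → pin compounds or unlabeled HOX-A9 DNA control → 5 min ambient → add FLSN-HOX-A9 solution (50 nM) → spin → 30 min ambient → fluorescence polarization. Tris pH 7.5/NaCl/DTT/BSA buffer.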
GALK inh = inhibitors of human galactokinase. Purified GALK, Kinase-Glo residual ATP luminescence. 0.007% of 270,000 active. Potency, µM (series often up to 57.5 µM), for the others: at the top dose activity change, negative = inhibition, actives largely listed as inhibitors. P51570; note: potency is the fitted concentration of half-maximal effect; % is set by controls: 0 for no effect and ±100 for the full control effect
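Galactose (100 uM) and ATP (35 uM) were turned over by 5 nM GALK for 1 h at RT. Kinase-Glo Plus then converted the remaining ATP into a luminescent signal.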
FBPA coupling cs = inhibits coupling enzyme system, counter-screen for aldolase hits; coupling enzyme system counterscreen, AmpLite Red fluorescence; activity change, negative = inhibition, % at 58.2 µM, hits read low; 0.67% of 290,000 active; AID 2472; in the data active = activity change below about -30%; note: % is set by controls: 0 for no effect and ±100 for the full control effect
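Counterscreen lacking aldolase: glyceraldehyde-3-phosphate coupling-enzyme reagent preincubated 10 min at RT with compound (at 57.5 uM final), then substrate/coupling system with AmpLite Red added; fluorescence read at 525/598 nm after 20 min RT.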
KCNH2 WT inh = inhibitors of human wildtype KCNH2 potassium channel. U2OS, BacMam KCNH2, thallium flux FluxOr; stronger effect = lower value. activity change, % at 1.84 µM. 0.37% of 340,000 active. AID 720551;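 active = maximum activity change below -70%; inconclusive = maximum activity change between -70% and -50%; inactive = maximum activity change above -50%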; note: % is set by controls: 0 for no effect and ±100 for the full control effect
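U2OS cells were transduced with wild-type KCNH2 virus (2.03 x 10^8 / mL) for 4 h at room temperature, then cultured overnight at 37 C. Thallium flux was read with FluxOr dye. Rate constants were normalized to DMSO controls.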
S-ASM inh = human S-ASM enzyme inhibition | Potency, µM (highest dose often 57.5 µM), for the others: at the highest dose activity change, negative = inhibition, most hits filed as inhibitors | AID 504937 | P17405 | 0.006% of 340,000 active | placental ASM, HMU-PC fluorogenic substrate, 60 min; note: potency is the fitted concentration of half-maximal effect
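qHTS format. ASM enzyme prepared from human placenta hydrolyses the fluorogenic substrate HMU-PC0 (9 uM final) over 60 min at 37 °C after a 10 min compound preincubation.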
A-T KAP1 phos = candidate therapy for ataxia-telangiectasia | […] A-T fibroblasts, KAP-1 phosphorylation AlphaLISA; neocarzinostatin DNA damage 30 min before lysis | Potency, µM (doses to about 57.5 µM), without a hit: at the highest dose activation, hits mostly activators | 0.19% of 320,000 active; note: potency is the fitted concentration of half-maximal effect; % of control where 0% means no effect; nearly all actives have a fitted effect of over 45% in size
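hTERT-immortalized A-T patient fibroblasts ([…]), 500 cells/well in OPTI-MEM, 1% FBS, got compounds for 60 min, then NCS for 30 min at 37C. Lysates were then assayed for phospho-KAP-1 by AlphaLISA (anti-pKAP1 donor, anti-KAP1 acceptor beads), 6 hr at 25C.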
TRPV1 ag = human TRPV1 agonism; TRPV1-expressing cells, Fluo-8 calcium influx, agonist mode; Q8NER1; activation, % at 8.33 µM; 0.19% of 320,000 active; in the data active = activation above about 80%; inconclusive = between about 30% and that limit; note: 0% is about no effect
Target sequence (Q8NER1 whole entry, looked up): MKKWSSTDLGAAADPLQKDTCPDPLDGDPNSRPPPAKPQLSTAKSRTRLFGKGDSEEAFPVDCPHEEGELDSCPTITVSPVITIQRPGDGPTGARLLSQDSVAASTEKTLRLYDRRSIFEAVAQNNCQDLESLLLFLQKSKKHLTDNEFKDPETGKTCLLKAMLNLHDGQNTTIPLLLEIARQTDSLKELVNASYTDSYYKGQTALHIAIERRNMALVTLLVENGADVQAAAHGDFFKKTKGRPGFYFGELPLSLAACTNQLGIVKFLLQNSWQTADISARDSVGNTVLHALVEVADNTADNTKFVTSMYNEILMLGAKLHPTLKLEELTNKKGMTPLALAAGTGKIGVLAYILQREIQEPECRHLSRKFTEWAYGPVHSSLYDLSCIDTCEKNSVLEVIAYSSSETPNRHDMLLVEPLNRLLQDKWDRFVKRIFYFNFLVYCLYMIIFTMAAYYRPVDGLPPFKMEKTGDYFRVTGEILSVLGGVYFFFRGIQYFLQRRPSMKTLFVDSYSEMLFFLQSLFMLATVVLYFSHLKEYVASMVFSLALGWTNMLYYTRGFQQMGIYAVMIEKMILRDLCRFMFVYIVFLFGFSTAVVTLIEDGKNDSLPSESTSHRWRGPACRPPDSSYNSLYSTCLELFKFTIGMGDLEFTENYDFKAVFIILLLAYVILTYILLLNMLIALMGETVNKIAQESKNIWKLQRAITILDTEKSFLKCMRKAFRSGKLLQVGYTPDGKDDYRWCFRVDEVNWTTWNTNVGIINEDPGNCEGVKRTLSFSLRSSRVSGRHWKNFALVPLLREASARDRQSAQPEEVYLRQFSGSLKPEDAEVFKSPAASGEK
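Fluo-8 calcium influx in TRPV1-expressing cells, kinetic read (ex 480/em 520 nm). Compound added and read 3 min for agonist activity, followed by capsaicin at EC20 final and 2 min further read for enhancement.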
MBNL1 CUG block = inhibitors of human MBNL1 binding to CUG repeat RNA; TR-FRET MBNL1-His/biotin-(CUG)12 binding, 665/545 ratio; Potency, µM (series often up to 57.5 µM), inactives show top-dose activity change, negative = inhibition, actives largely listed as inhibitors; 0.036% of 280,000 active; AID 2675; active = well fitted inhibition curve with a large enough effect in the signal ratio, with a control signal flat, not every such curve was filed as active; inconclusive = small, poorly fitted or top-dose-only effect, or effect the other way, or a change in a side signal; inactive = no such curve, though single readings can be large or run the other way; the % refers to the signal ratio; note: potency is the fitted concentration of half-maximal effect; % is set by controls: 0 for no effect and ±100 for the full control effect
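His-tagged MBNL1 binding to biotinylated (CUG)12 RNA was measured by TR-FRET using terbium anti-His antibody (0.055 ng/ul final) and streptavidin-XL665 (5 nM final). Compounds were titrated 92 nM to 58 uM; 60 min at room temperature.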
KCNH2 3.1 inh = blocks the human KCNH2 3.1 channel isoform. U2OS KCNH2 3.1, thallium flux FluxOr; stronger effect = lower value. activity change, % (tested at about 1.8 µM). 0.95% of 340,000 active. AID 720553;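 active = maximum activity change below -70%; inconclusive = maximum activity change from -70% to -50%; inactive = maximum activity change above -50%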;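 note: thallium influx rate constant from kinetic fluorescence after stimulation buffer; % is set by controls: 0 for no effect and ±100 for the full control effect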
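Channel expression came from 3.1 mutant virus (1.77 x 10^8 /mL) applied to suspended U2OS cells for 4 h. Flux was tracked with FluxOr dye plus Red40 quencher, and kinetic rate constants normalized to controls.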
Integrin act MD = integrin-mediated muscular dystrophy alleviation activation; alpha7betagal myoblasts, beta-gal FDG fluorescence, 48 h; Potency, µM (top dose mostly 38.3 µM), for the others: at the top dose activation, actives largely listed as activators; 0.064% of 350,000 active; AID 624291;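 note: potency is the fitted concentration of half-maximal effect; 100% = response of the positive control SU9516; nearly all actives have a fitted effect of over 60% in size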
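Alpha7betagal+/- myoblasts (passage 13) were plated 16-24 hr, then exposed to compounds (1:260 dilution of DMSO stock) for 48 hours at 37C. After MPER lysis, β-galactosidase reporter activity was read as FDG fluorescence (ex 480/em 540) after 30 minutes.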
An asterisk follows results filed as active; ? = inconclusive; · = not tested or not shown; & = joins results of further samples; [ ] = dose if it differs, or a comment. Unless noted, calls come from the whole dose curve; as a rule, active = well fitted curve in the direction sought with a large enough effect; inconclusive = small, poorly fitted or top-dose-only effect, or another doubt; inactive = no such curve, though single readings can be large; an effect the other way counts as inactive or inconclusive.

SMILES	CXXC DNA block	GALK inh	FBPA coupling cs	KCNH2 WT inh	S-ASM inh	A-T KAP1 phos	TRPV1 ag	MBNL1 CUG block	KCNH2 3.1 inh	Integrin act MD
NS(=O)(=O)c1ccc(CCNC(=O)C2CCC(Cn3c(=S)[nH]c4ccccc4c3=O)CC2)cc1 (configuration not stated)	-11%	2%	0	0	-5%	-2%	0	5%	-18	39%
Cn1c(CN2CCOCC2)nnc1SCc1cccc(F)c1	-6%	8%	0	4	-1%	23%	-5	-9%	4	-1%
C/C(=N\NC(=O)CCCNc1cccc(C)c1)c1ccncc1	-23%	6%	-2	-7	3%	0%	-2	4%	-3	24%
COc1cc(C2C(C#N)=C(N)Oc3cc(N(C)C)ccc32)cc2c1OCO2 (configuration not stated)	38%[activator]	1%	0	0	0%	-1%	?	-8%	0	0%
CC1CCC(C(=O)NNC(=O)c2cc(-c3ccco3)[nH]n2)CC1 (configuration not stated)	-8%	-4%	3	-5	-5%	-4%	-1	-1%	4	-6%
O=C(NCCCCc1ccccc1)c1cccc(NC(=O)C2CC2)c1	·	·	·	30	-2%	·	·	·	4	9%
C=C(C)c1cccc(C(C)(C)NC(=O)Nn2cnnc2)c1	-4%	0%	-4	-4	2%	1%	7	-12%	-6	-8%
Cc1cccc(-n2c(O)cnc2Nc2nc(C)cc(C)n2)c1	4%	0%	-2	3	2%	9%	3	4%	9	9%
COC(=O)c1ccc(C23CC4(C2)[C@H](CN(Cc2ccc(C(F)(F)F)cc2)[C@@H]4c2ccccc2)C3c2ccc(C(F)(F)F)cc2)cc1 (some centres not stated)	6%	-1%	1&0	·	·	6%	4	26%	·	·
COc1cccc(C(=O)/C=C/Nc2ccc(S(=O)(=O)Nc3ccc(C(C)=O)cc3)cc2)c1	12%	0%	0	10	5%	1%	-2	?	-3	12%
Cc1cc(NC(=O)C(C)SCC(=O)OCc2ccc(Cl)cc2Cl)no1 (configuration not stated)	·	·	·	1	-1%	-4%	-2	·	1	-9%
COc1cccc(N=C2SC(CC(=O)Nc3ccccc3)C(=O)N2Cc2ccccn2)c1 (configuration not stated)	8%	6%	-6	9	-11%	-5%	13	-4%	26	-24%
NC(=O)C1CCN(C(=O)CN(c2cccc(C(F)(F)F)c2)S(=O)(=O)c2ccccc2)CC1	9%	10%	1	-6	5%	-7%	3	15%	10	-20%
CCOC(=O)CC(=O)CSc1nc2c(cc1C#N)CCC2	-1%	-1%	0	6	52%[activator]	3%	-2	?	3	1%
CCCOC(=O)Nc1ccccc1C(N)=O	12%	-1%	2	7	-1%	-6%	-3	-1%	1	7%
CC(C)CC(c1nnnn1CC1CCCO1)N1CCN(c2cccc(Cl)c2)CC1 (configuration not stated)	-2%	-2%	5	1	-3%	-2%	24	1%	-5	3%
O=C(CSc1nnc(-c2ccccn2)o1)Nc1ccc(F)cc1	5%	-9%	·	-29	4%	9%	-3	-6%	-12	22%
Cc1cc(C)c(C2=CSC3=NS(=O)(=O)CCN23)c(C)c1	9%	11%	-1	9	6%	-6%	3	-3%	-9	-13%
CCNS(=O)(=O)c1ccc(CCC(=O)NC2CCCC2)cc1	7%	0%	3	21	3%	8%	1	6%	-2	-2%
CCOc1ccc(CCNC(=O)COC(=O)c2nc3nc(C)cc(C)n3n2)cc1OCC	8%	·	0	2	4%	-5%	4	0%	-3	-11%
COc1ccc(N(CC(=O)Nc2cccc([N+](=O)[O-])c2C)S(C)(=O)=O)cc1OC	1%	3%	-2	2	-4%	0%	0	-4%	1	-9%
O=C(CCCCCNc1nc(=S)[nH]c2ccccc12)NCCc1c[nH]c2ccccc12	9%	2%	0	-11	-2%	1%	-1	-14%	-20	0%
CN(C)c1ccc(C(=S)N2CCOCC2)cc1Br	-1%	3%	3	-13	-2%	0%	0	-6%	-5	12%
Cc1ccc2nc(NC(=O)C3CCN(C(=O)c4ccc(F)cc4)CC3)sc2c1	-5%	-4%	·	11	-5%	0%	29	2%	-16	-42%
Cc1ccc(-c2cc([C@H]3[C@@H]4C=CCC[C@@]4(C)C(=O)N3Cc3ccccc3)ccc2F)cc1	-2%	0%	2	-3	-13%	13%	14	1%	-11	-7%

Filtered by structure, those above with an aryl thioether with sulfur outside any ring
SMILES	CXXC DNA block	GALK inh	FBPA coupling cs	KCNH2 WT inh	S-ASM inh	A-T KAP1 phos	TRPV1 ag	MBNL1 CUG block	KCNH2 3.1 inh	Integrin act MD
Cn1c(CN2CCOCC2)nnc1SCc1cccc(F)c1	-6%	8%	0	4	-1%	23%	-5	-9%	4	-1%
CCOC(=O)CC(=O)CSc1nc2c(cc1C#N)CCC2	-1%	-1%	0	6	52%[activator]	3%	-2	?	3	1%
O=C(CSc1nnc(-c2ccccn2)o1)Nc1ccc(F)cc1	5%	-9%	·	-29	4%	9%	-3	-6%	-12	22%

Additional entries follow:
SMILES	CXXC DNA block	GALK inh	FBPA coupling cs	KCNH2 WT inh	S-ASM inh	A-T KAP1 phos	TRPV1 ag	MBNL1 CUG block	KCNH2 3.1 inh	Integrin act MD
COc1cc(/C=C(/NC(=O)c2ccccc2)C(=O)N2CCOCC2)c([N+](=O)[O-])cc1OC	-5%	2%	1	-10	-1%	1%	-1	?	4	18%
C/C(CC(=O)Nc1cc(C)ccn1)=N\NC(=O)c1cccc(C)c1O	-5%	-3%	3	-1	-13%	4%	11	-1%	4	-62%[inhibitor]
CCOC(=O)C1CCN(c2ccc(C(N)=O)cc2[N+](=O)[O-])CC1	1%	0%	6	13	-8%	-4%	-3	?	8	-24%
COc1ccc(NC(=O)C2CCCN(c3c4c(nc5ncnn35)CCC4)C2)cc1 (configuration not stated)	-10%	0%	2	5	0%	·	1	-3%	-2	-16%
CC1CCCC/C1=N\NC(=S)NCCc1ccccc1 (configuration not stated)	2%	-1%	2	7	2%	-3%	21	·	13	-18%
O=C(NCc1ccc(F)cc1)C(c1ccccc1)c1ccccc1	1%	-7%	5	-1	0%	-1%	8	0%	-10	-7%
CCOc1ccccc1N1CCN(C(=O)c2cccc(-c3ccc(O)cc3)c2)CC1	12%	3%	4	0	-8%	1%	-4	-7%	0	17%
CC(=O)c1ccc(N2CCN(S(=O)(=O)c3ccc4c(c3)CC(=O)N4)CC2)cc1	59%[activator]	·	-1	12	-6%	-7%	-5	4%	-2	16%
O=C(Cc1nnc(NC(=O)Nc2ccccc2)s1)Nc1ccccc1	8%	0%	-1	1	-1%	11%	-2	-6%	-37	3%
CCOC(=O)c1[nH]c2ccccc2c1NC(=O)C(CC)CC	-3%	1%	2	-5	0%	11%	·	-11%	8	-26%
Cc1cccc(C)c1NC(=O)C(NC=O)c1ccccc1Cl (configuration not stated)	-7%	-4%	·	1	2%	-4%	-1	-12%	3	7%
O=C1CC(O)(C(F)F)Oc2ccc3ccccc3c21 (configuration not stated)	1%	2%	0	1	9%	10%	-2	13%	-2	15%
O=C(CCN1C(=O)c2ccccc2C1=O)CN1CCOCC1	3%	0%	0	-15	1%	4%	-1	-2%	6	-96%[inhibitor]
O=C(c1cc2sccc2n1Cc1ccccc1)N1CCN(c2nc3ccccc3s2)CC1	20%	2%	4	19	-8%	2%	0	9%	-24	0%
CCn1cc(C(=O)N2CCN(c3ccc(F)cc3)CC2)c2cc(OC)c(OC)cc2c1=O	27%	1%	1	31	12%	-3%	2	·	-3	3%
Cc1ccc(CN2C(=O)CSC(C)C2=O)cc1 (configuration not stated)	?	-3%	0	17	1%	-3%	?	2%	-11	-21%
CC(C)(C)NC(=O)/C=C/c1cccs1	6%	-1%	1	-17	6%	1%	-1	12%	-2	-34%

An excerpt from above in order of count of non-hydrogen atoms, lowest first.
SMILES	CXXC DNA block	GALK inh	FBPA coupling cs	KCNH2 WT inh	S-ASM inh	A-T KAP1 phos	TRPV1 ag	MBNL1 CUG block	KCNH2 3.1 inh	Integrin act MD
O=C1CC(O)(C(F)F)Oc2ccc3ccccc3c21 (configuration not stated)	1%	2%	0	1	9%	10%	-2	13%	-2	15%
O=C(Cc1nnc(NC(=O)Nc2ccccc2)s1)Nc1ccccc1	8%	0%	-1	1	-1%	11%	-2	-6%	-37	3%
O=C(c1cc2sccc2n1Cc1ccccc1)N1CCN(c2nc3ccccc3s2)CC1	20%	2%	4	19	-8%	2%	0	9%	-24	0%

Hits appear at their usual frequency; overall some 2% were active at least once.
